Source: PubChem BioAssay (Broad Institute)
XiGFP reactiv: X-chromosome reactivation activator; XiGFP mouse fibroblasts, % GFP-positive cells imaging, 3 d; cells co-treated with 5-aza-dC sensitizer; scaled so ellipticine positive control = 100%; activation, % at 7.58 µM; 360,000 compounds, 0.055% hits; AID 743238;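 active = mean normalized replicate activation at least 10% and every replicate at or above 10%; inconclusive = only one of the two criteria met; inactive = mean below 10% and not all replicates reach 10%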;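 note: 0% = median of on-plate neutral control wells and 100% = ellipticine 6 µM median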
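System: XiGFP fibroblasts, SV40-immortalized. Medium: DMEM plus 5-aza-dC sensitizer. Doses: single point. Timing: 3 d treatment, 15 min room-temperature fixation. Control set: ellipticine 6 µM.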
ERAP1 HTS inh: ERAP1 (human) enzyme inhibition | Q9NZ08 | inhibition, % at 10.7 µM | recombinant ERAP1, Leu-AMC fluorescence, 60 min | 340,000 compounds, 0.15% hits;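 active = mean replicate inhibition of at least 30%, or all replicates individually reaching that 30% level; inactive = mean below 30% and not every replicate reaching it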;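 note: 0% = neutral control wells and 100% = L-leucinethiol positive control wells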
S100A4 MyoIIA: blocks human S100A4 binding to myosin IIA peptide; inhibition, % at 10.7 µM; P26447; AID 652163; S100A4/TAMRA-MyoIIA peptide fluorescence polarization; 360,000 compounds, 0.14% hits;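 active = mean inhibition of at least 70% across replicates, with every replicate also reaching that level; inconclusive = mean inhibition reaches 70% but some replicates fall short; inactive = mean inhibition below 70%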
Target sequence (P26447 whole entry, looked up): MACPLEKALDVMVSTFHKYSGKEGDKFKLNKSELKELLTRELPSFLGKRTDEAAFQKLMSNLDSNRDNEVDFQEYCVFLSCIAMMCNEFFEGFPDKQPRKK
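Test system: S100A4 monomer protein; Medium: HEPES pH 7.2 with CaCl2, KCl, NaCl, DTT, Triton; Probe or stimulus: TAMRA-labelled myosin IIA heavy-chain peptide probe, 5 nM; Doses: one dose per compound; Times: polarization read 5 min after assay mix addition, stable 5–60 min; Benchmarks: neutral control DMSO, positive control TFP.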
LGR2 antag: inhibitors of bursicon-induced Drosophila LGR2 receptor cAMP signaling | HEK293 LGR2, CRE-luciferase, bursicon-stimulated, 4 h | inhibition, % at 9.99 µM | 380,000 compounds, 0.35% hits | AID 720647;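 active = drop in luminescence signal, shown as inhibition above about 50% in the replicate tests, limit read from the data, passing the limit was not always enough; inconclusive = probably only some replicates passing the limit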;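 note: agonist challenge used bursicon conditioned medium at about half maximal strength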
C2C12 statin: suppressors of simvastatin-induced myotoxicity in C2C12 myotubes; ATP luminescence, 48 h; scaled: DMSO 0, geranylgeraniol control 100; rescue of ATP level, % at 7.49 µM; 330,000 compounds, 0.78% hits;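 active = mean ATP rescue above about 67%, or every replicate alone reaching that limit, limit read from the data, passing the limit was not always enough; inconclusive = no clear call, values can overlap the other calls; inactive = mean under the limit and some replicate under it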;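 note: myotubes were challenged with 10 µM simvastatin during compound exposure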
Cneo AK release: causes C. neoformans cell lysis; adenylate kinase release luminescence, 4 h; normalised: neutral wells 0, clomiphene wells 100; lysis activity, % at 15 µM; 360,000 compounds, 0.2% hits; AID 651654;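 active = mean lysis activity across replicates of at least 80%, whatever share of replicates individually reach that level; inactive = mean lysis activity below 80%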
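read-out = cell lysis signal | test system = log-phase Cryptococcus neoformans yeast cells | input = cells at 5 × 10^6 per mL | medium = fresh YPD growth medium | signal = luminescent adenylate kinase detection reagent | timing = 4 h at 37 °C static, read 1 h later | dosing = single dose | controls = Clomiphene as positive lysis control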
SIRT5 block: blocks human SIRT5 desuccinylation of peptide | inhibition, % at 15 µM | 330,000 compounds, 1.1% hits | Q9NXA8 | Purified SirT5, succinyl-peptide AMC, trypsin-coupled fluorescence; in the data active = inhibition above about 15%; inconclusive = no clear call, values can overlap the other calls
Target sequence (Q9NXA8 whole entry, looked up): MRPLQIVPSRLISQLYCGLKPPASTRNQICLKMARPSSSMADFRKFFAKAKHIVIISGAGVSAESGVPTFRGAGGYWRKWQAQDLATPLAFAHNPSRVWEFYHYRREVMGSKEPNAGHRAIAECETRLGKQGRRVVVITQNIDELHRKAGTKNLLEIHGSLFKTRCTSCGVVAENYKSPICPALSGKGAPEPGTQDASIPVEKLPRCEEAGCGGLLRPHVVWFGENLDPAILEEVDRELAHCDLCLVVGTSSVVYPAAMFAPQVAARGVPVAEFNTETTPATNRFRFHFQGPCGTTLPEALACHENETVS
PGC1a acetyl inh: modulators of PGC1a acetylation. U2OS PGC1a acetylation, AlphaScreen anti-acetyl-lysine; with virally co-expressed GCN5 acetyltransferase. inhibition, % at 15.6 µM. 350,000 compounds, 0.17% hits;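 active = every replicate shows inhibition of at least 40%; inconclusive = mean inhibition at least 40% but some replicate below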;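 note: 0% = neutral control wells and 100% = positive control wells; some results beyond the cut were filed as inactive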
Numbers without * were called inactive; ? = inconclusive; · = not tested or not shown; & = joins results of further samples.

Below each compound: XiGFP reactiv	ERAP1 HTS inh	S100A4 MyoIIA	LGR2 antag	C2C12 statin	Cneo AK release	SIRT5 block	PGC1a acetyl inh
C[C@@H]1CN([C@@H](C)CO)S(=O)(=O)c2ccc(-c3ccccc3)cc2O[C@@H]1CN(C)C(=O)c1ccccc1F
  -1.3	·	·	4	-25	·	·	?
CC[n+]1c(C=C2C=C(C)OC(C)=C2)sc2ccccc21
  57*	12	2	21	-18	·	19*	-19
Fc1cnc(N2CCOCC2)nc1N1CCOCC1
  0.0	0	1	-3	·	·	-2	4
COc1ccc(S(=O)(=O)N2CCCCCC2)cc1NC(=O)Cc1cccc(C(F)(F)F)c1
  0.0	-10	-3	4	1	-1	-2	-1
CCCCN(CC)C(=O)c1cc2c(=O)[nH]c3ccc(C)cc3c2s1
  0.0	-3	-6	-7	-37	1	-8	-4
COc1ccc(NC(=O)Nc2ccc3c(c2)C(=O)N([C@H](C)CO)C[C@H](C)[C@H](CN(C)C(=O)c2ccccc2)OCCCC[C@H](C)O3)cc1
  -0.6	0	0	10	-5	41	2	-10
O=C(C[C@@H]1CC[C@@H](NC(=O)c2ccccn2)[C@@H](CO)O1)NCc1cc(F)cc(F)c1
  0.0	0	1	14	-1	0	8	3
CC(=O)c1ccc(S(=O)(=O)Nc2cccc(-c3ccc(N4CCOCC4)nn3)c2)cc1
  0.0	0	3	-34	-18	-3	2	·
COc1ccc(-c2ccc([C@@H]3[C@H]4CN(Cc5ccc(F)cc5)CC(=O)N4[C@H]3CO)cc2)cc1
  0.2	0	-9	-15	·	·	1	3
COc1cccc(C2c3[nH]c4ccccc4c3C[C@H]3C(=O)N(CCCO)CC(=O)N23)c1OC (stereo partly drawn)
  0.0	2	0	4	2	2	-2	1
CC1CCCCC1NC(=O)CN(C)S(=O)(=O)c1ccc2c(c1)CCC(=O)N2 (stereo not drawn)
  0.0	0	6	2	4	-4	-2	-5
COc1ccc(-c2cc(C(=O)Nc3cc(OC)c(OC)c(OC)c3)[nH]n2)c(C)c1
  0.1	-9	4	-6	-3	5	0	-12
O=C(Nc1nc2ccccc2[nH]1)C1CCCC1
  0.0	-3	-3	-24	1	5	-2	3
COc1cccc(OC)c1NC(=O)Cn1nc(C)c2ccccc2c1=O
  0.0	0	28	15	-7	-2	2	-10
COc1ccc(S(=O)(=O)Nc2cc3c(cc2C(C)=O)OCO3)cc1
  0.3	0	-15	-4	·	·	-2	·
C[C@H](CO)N1C[C@H](C)[C@@H](CN(C)S(=O)(=O)c2cn(C)cn2)Oc2ncc(Br)cc2C1=O
  0.0&0.3	-2&2	2&12	9&14	3	0&5	-2&-1	5&6
CC(=O)Nc1ccc(S(=O)(=O)Nc2nc3cc4c(cc3nc2Cl)OCCO4)cc1
  0.5	·	0	-2	4	-6	-9	5
COc1ccc2c3c([nH]c2c1)[C@@H](CO)N(C(=O)c1ccc(F)cc1)CC31CN(S(=O)(=O)c2cccs2)C1
  0.2	0	-5	0	·	·	5	-4
Cc1ccc2c(Cl)c(C)c(N3CCOCC3)nc2n1
  0.0	0	1	0	2	-2	2	-9
C[C@H](CO)N1C[C@H](C)[C@@H](CN(C)Cc2ccc(C(=O)Nc3ccccc3N)cc2)Oc2c(NC(=O)c3ccc(-c4nccs4)cc3)cccc2C1=O
  0.0	0	1	0	·	3	7	8
O=c1[nH]c2ccccc2c(O)c1SCCO
  0.0	-2	1	-1	·	·	18*	·
Nc1nc(F)nc2c1ncn2[C@@H]1O[C@H](CO)[C@@H](O)[C@H]1O
  1.1	-4	-2	75*	-146	2	-1	83*
O=S(=O)(CCSc1ccc(C(F)(F)F)cn1)c1ccccc1
  0.2	-1	-7	1	·	·	-1	-7
CC1=NNC(=O)C1CC(=O)N/N=C/c1ccc(C)o1 (stereo not drawn)
  0.0	2	-2	4	·	1	-1	14
CCn1c(-c2ccccc2Cl)nn(CC(=O)Nc2cc(Cl)ccc2Cl)c1=S
  ·	·	·	5	22	5	·	-21
CC(=O)N1CCc2cc(S(=O)(=O)C(C)CC(=O)Nc3ccc(OC(F)(F)F)cc3)ccc21 (stereo not drawn)
  0.1	-1	-7	-20	7	-1	-2	-8
CCCN1C[C@@H](C)[C@@H](OC)CN(C)C(=O)c2cc(NC(=O)c3ccno3)ccc2OC[C@H]1C
  -0.1	0	1	12	-7	-5	-1	-8
CC(C)(C)NC(=O)CSc1nnc(-c2ccccn2)n1Cc1ccccc1
  0.0	-2	-6	2	-9	-3	-2	-16
NC(=S)Nc1nccc(-c2cccs2)n1
  0.0	2	-2	-50	6	1	-1	0
CO[C@H]1CN(C)C(=O)c2cc(NS(=O)(=O)c3ccccc3)ccc2OC[C@@H](C)N(Cc2ccccn2)C[C@H]1C
  0.0	0	-10	0	-6	52	1	-6
CC(C)(C)c1ccc(OCCNC(=O)Cc2ccc(F)cc2)cc1
  -0.2	-4	-4	·	·	·	0	·
O=C(Nc1ccc(F)cc1F)C1CCN(C(=O)c2ccc(Br)cc2)CC1
  0.7	2	5	2	·	·	0	·
CSc1cnnc2ccccc12
  -0.1	4	-1	-2	·	·	3	·
O=Nc1c(O)[nH]c2ccc(F)cc12
  0.1	2	6	3	·	·	-6	·
COCCNC(=O)CN(C(=O)Cn1nnc2ccccc21)c1cccc(C)c1C
  0.0	3	0	-4	8	0	-2	0
O=C(c1ccc(Oc2ccc(C(F)(F)F)cc2[N+](=O)[O-])cc1)N1CCOCC1
  0.1	-3	1	8	·	·	·	·
COc1ccccc1/C=C/C(=O)OCC(=O)NC1CCCCCC1
  0.0	0	-2	-2	5	1	-2	·
Cc1noc(/C=C/c2cccs2)c1S(=O)(=O)N1CCC(C(=O)NCCCN2CCC(C)CC2)CC1
  0.7	-7	-9	22	·	·	-1	·
CCCNC(=O)N(C)C[C@@H]1Oc2cc(-c3ccncc3)ccc2S(=O)(=O)N([C@@H](C)CO)C[C@H]1C
  -0.6	0	-29	10	-7	3	1	-1
C#Cc1ccc([C@@H]2C=C(C(=O)N3CCCCCCC3)O[C@H](OCC)[C@H]2CCCO)cc1
  ·	2	7	·	·	0	0	-19
C[N+]12CCCCC1[C@@H](CO)CCC2 (stereo partly drawn)
  4.0	20	-15	5	6	0	-4	5
COc1ccc(CN(C)C[C@H]2Oc3ccc(NC(=O)Nc4ccc(F)cc4)cc3CC(=O)N([C@H](C)CO)C[C@H]2C)cc1
  -0.1	-1	-4	-31	12	0	2	-2
CCS(=O)(=O)N1CCN=C1SCc1ccc(F)cc1
  -0.1	3	4	5	-4	0	12	13
O=C(C1CCN(S(=O)(=O)c2cccs2)CC1)N1CCN(c2ccccc2O)CC1
  0.3	-1	2	-40	-3	0	2	6
CC(=O)O[C@]1(C(C)=O)CC[C@H]2[C@@H]3C=C(C)C4=CC(=O)CC[C@]4(C)[C@H]3CC[C@@]21C
  0.1	-2	14&31	17	-2	1&-1	-2	-5
CCOC(=O)CCCN1CC(O)=C(c2nc3ccccc3s2)C1=N
  0.0	-2	0	1	·	·	0	-12
CCC(=O)N1CCc2cc(S(=O)(=O)CCC(=O)N3CCN(c4ccccc4F)CC3)ccc21
  0.1	1	-3	-18	13	-3	-1	-6
CCC1CN(C(=O)N2CCC(C(=O)NCc3ccccc3OC)CC2)c2ccccc2O1 (stereo not drawn)
  0.0	-2	0	-8	8	14	-3	-23
Cc1c(C(=O)N(C)c2cccc(Cl)c2)cnn1-c1ccccc1
  1.6	1	-1	-23	0	2	7	·
O=C(CCNS(=O)(=O)c1cccs1)N1CCc2ccccc2C1
  ·	·	·	-51	5	1	·	-4
C[C@@H]1CN([C@@H](C)CO)C(=O)c2cc(NS(=O)(=O)c3cccs3)ccc2O[C@H]1CN(C)C(=O)Nc1ccc2c(c1)OCO2
  0.0	1	18	-12	-20	0	3	7
COc1ccc(-c2oc(=O)c3cc(OC)c(OC)cc3c2-c2ccc3c(c2)OCO3)cc1
  0.0	0	-4	-16	-5	1	-4	3
CC(=O)N[C@H]1C=C[C@H](CC(=O)NCc2ccc(Cl)cc2)O[C@@H]1CO
  0.0	-1	0	-21	-2	0	-1	-7
COCCNC(=O)C[C@@H]1C[C@H]2c3cc(NC(=O)Nc4ccccc4)ccc3O[C@H]2[C@@H](CO)O1
  0.0	-3	16	2	-1	-61	0	-7
C=CCN(CC=C)CC(O)Cn1c2ccccc2c2ccccc21 (stereo not drawn)
  ·	0	0	12	·	·	-8	-7
COC(=O)/C=C/c1c(C)nc(NCc2ccccc2)nc1Cl
  0.1	-15	-1	3	2	3	-2	5
Cc1ccc(NC(=O)CCn2nc([N+](=O)[O-])cc2C)nc1
  0.4	0	-4	6	·	·	3	·
C[C@H](CO)N1C[C@H](C)[C@@H](CN(C)S(=O)(=O)c2ccccc2F)Oc2ncc(C#Cc3ccccc3F)cc2C1=O
  -0.3	-1	1	25	34	1	3	-1
OC[C@@H]1CN(Cc2ccc(Cl)cc2)C[C@H](n2cnc3c(NCc4ccc(F)cc4)ncnc32)O1
  0.0	3	0	41	0	0	·	·
COC(=O)c1ccccc1S(=O)(=O)NNC(=O)C1COc2ccccc2O1 (stereo not drawn)
  -0.1	-3	-8	-1	2	-3	0	8

Profiles as entered above. Screens in order: XiGFP reactiv, ERAP1 HTS inh, S100A4 MyoIIA, LGR2 antag, C2C12 statin, Cneo AK release, SIRT5 block, PGC1a acetyl inh
`CCCN1C[C@@H](C)[C@@H](OC)CN(C)C(=O)c2cc(NC(=O)c3ccno3)ccc2OC[C@H]1C` reads -0.1, 0, 1, 12, -7, -5, -1, -8
`CC(=O)O[C@]1(C(C)=O)CC[C@H]2[C@@H]3C=C(C)C4=CC(=O)CC[C@]4(C)[C@H]3CC[C@@]21C` reads 0.1, -2, 14&31, 17, -2, 1&-1, -2, -5
`COC(=O)c1ccccc1S(=O)(=O)NNC(=O)C1COc2ccccc2O1` (stereo not drawn) reads -0.1, -3, -8, -1, 2, -3, 0, 8

Further compounds follow:
Below each compound: XiGFP reactiv	ERAP1 HTS inh	S100A4 MyoIIA	LGR2 antag	C2C12 statin	Cneo AK release	SIRT5 block	PGC1a acetyl inh
COc1ccc2nc(NC(=O)C3CSC4(C)CCC(=O)N34)sc2c1 (stereo not drawn)
  -0.1	-5	-2	-6	-5	0	-1	6
CCOC(=O)Cc1csc(NC(=O)C(C)(C)CC)n1
  ·	0	2	-30	15	2	·	13
O=C(Nc1ccccc1O)c1csc2c1CCCC2
  0.0	1	3	-140	·	0	0	-2
Cc1ccccc1-c1ccc([C@@H]2[C@@H](CO)N3CCCCN(C(=O)c4cccnc4)C[C@@H]23)cc1
  0.0	2	3	1	-162	-2	-1	-1
O=C(O)CC/C(=C\c1ccc(N2CCOCC2)c([N+](=O)[O-])c1)c1nc2ccccc2s1
  -0.1	1	1	-16	·	·	9	5

The list is partial (hit frequency here may not be typical).
